LYPLA2 inh: LYPLA2 inhibitors, primary screen, counter-screen for PME1 inhibitor project, biochemical, fluorescence polarization, FP-Rh probe ABPP; 0.38% of 320,000 active; recombinant LYPLA2; Acyl-protein thioesterase 2 (Homo sapiens), O95372; inhibition, % at 5.9 µM; AID 2177, 2009;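 active = inhibition above the screen-wide mean plus 3 SD, limit set per campaign, cut at about 26% in these data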;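 note: 0% = LYPLA2 with DMSO and 100% = wells lacking LYPLA2 enzyme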
ZTA DNA inh: ZTA (EBV) inhibition in EBNA-1 counter-screen; ZTA-DNA binding, fluorescence polarization; 0.15% of 320,000 active; P03206; inhibition, % at 11 µM; in the data active = inhibition above about 33%
LYPLA1 counter: LYPLA1 inhibitors, primary screen, counter-screen for PME1 inhibitor project, biochemical, fluorescence polarization, FP-Rh probe ABPP; recombinant LYPLA1; inhibition, % at 5.9 µM; 0.16% of 320,000 active;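 active = inhibition above the mean of all tested compounds plus 3 SD, set per campaign, cut at about 14% in these data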;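 note: inhibitors block serine hydrolase probe labeling of LYPLA1 so polarization falls; 0% = enzyme with DMSO and 100% = wells lacking LYPLA1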
PAFAH1B3 inh: PAFAH1B3 enzyme inhibitors, primary screen, biochemical, fluorescence polarization, human | Platelet-activating factor acetylhydrolase IB subunit alpha1 (Homo sapiens), Q15102 | recombinant PAFAH1B3, FP-rhodamine probe | inhibition, % at 3.39 µM | 0.28% of 340,000 active | AID 492972, 2010;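 active = inhibition above the screen-wide average of all tested compounds plus 3 SD, cut at about 25% in these data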;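 note: 0% = enzyme with DMSO only and 100% = wells lacking PAFAH1B3 protein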
Target sequence (Q15102 whole entry, looked up): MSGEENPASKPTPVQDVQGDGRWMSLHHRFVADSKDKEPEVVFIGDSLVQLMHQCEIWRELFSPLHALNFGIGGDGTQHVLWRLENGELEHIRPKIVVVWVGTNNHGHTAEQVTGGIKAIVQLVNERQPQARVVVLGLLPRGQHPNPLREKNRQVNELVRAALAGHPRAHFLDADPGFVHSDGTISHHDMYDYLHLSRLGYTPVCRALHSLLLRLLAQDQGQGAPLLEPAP
PREPL inhibitor: PREPL enzyme inhibitors, primary screen, biochemical, fluorescence polarization. inhibition, % at 5.96 µM. 0.68% of 320,000 active. recombinant PREPL, fluorescence polarization activity-based probe. Prolyl endopeptidase-like (Homo sapiens), Q4J6C6; in the data active = inhibition above about 43%;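 note: 0% = enzyme with DMSO and 100% = wells lacking enzyme; many of its hits are not listed in these tables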
Target sequence (Q4J6C6 whole entry, looked up): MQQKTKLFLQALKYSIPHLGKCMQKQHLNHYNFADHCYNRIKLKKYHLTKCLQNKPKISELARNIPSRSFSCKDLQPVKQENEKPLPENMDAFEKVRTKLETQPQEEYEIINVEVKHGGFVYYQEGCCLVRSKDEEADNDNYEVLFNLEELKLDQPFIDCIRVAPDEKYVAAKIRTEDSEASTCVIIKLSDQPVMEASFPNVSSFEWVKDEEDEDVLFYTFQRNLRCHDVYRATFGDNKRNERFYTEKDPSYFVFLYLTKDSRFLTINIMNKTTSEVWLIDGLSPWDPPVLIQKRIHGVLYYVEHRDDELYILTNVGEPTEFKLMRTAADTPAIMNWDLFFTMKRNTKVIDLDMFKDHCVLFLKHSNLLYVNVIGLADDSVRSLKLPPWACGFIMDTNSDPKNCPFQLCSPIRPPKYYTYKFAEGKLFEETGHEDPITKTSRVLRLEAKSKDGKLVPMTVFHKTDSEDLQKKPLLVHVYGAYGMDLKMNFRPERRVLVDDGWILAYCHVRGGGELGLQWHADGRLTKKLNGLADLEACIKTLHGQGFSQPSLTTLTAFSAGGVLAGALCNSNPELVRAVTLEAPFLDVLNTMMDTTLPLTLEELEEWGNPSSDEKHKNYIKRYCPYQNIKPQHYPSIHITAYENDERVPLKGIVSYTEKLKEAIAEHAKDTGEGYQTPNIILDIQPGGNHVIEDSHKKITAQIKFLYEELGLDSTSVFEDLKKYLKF
pPAFAH FP inh: pPAFAH enzyme inhibitors, primary screen, biochemical, fluorescence polarization, human | recombinant pPAFAH, FP-rhodamine probe fluorescence polarization | AID 463082, 2010 | Platelet-activating factor acetylhydrolase (Homo sapiens), Q13093 | inhibition, % at 3.39 µM | 1.5% of 330,000 active;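 active = inhibition above the mean inhibition across the screen plus 3 SD, cut at about 25% in these data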;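 note: inhibitors block binding of the rhodamine activity-based probe so polarization drops; 0% = enzyme with DMSO and 100% = wells lacking pPAFAH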
PAFAH1B2 inh: PAFAH1B2 enzyme inhibitors, primary screen, biochemical, fluorescence polarization, human; Platelet-activating factor acetylhydrolase IB subunit alpha2 (Homo sapiens), P68402; recombinant PAFAH1B2, FP-rhodamine activity probe; inhibition, % at 3.39 µM; 1.2% of 340,000 active; AID 492953, 2010;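 active = inhibition above the mean of all tested compounds plus 3 SD, cut at about 24% in these data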;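 note: 0% = enzyme with DMSO and 100% = wells lacking PAFAH1B2; many of its hits are not listed in these tables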
EBNA-1 inh: EBNA-1 DNA-binding inhibitors, primary screen, biochemical, fluorescence polarization. inhibition, % at 14.8 µM. 0.34% of 300,000 active. AID 1950, 2009; in the data active = inhibition above about 28%
PAFAH2 FP inh: PAFAH2 enzyme inhibitors, primary screen, biochemical, fluorescence polarization, human; inhibition, % at 3.39 µM; recombinant PAFAH2, FP-rhodamine activity probe; 0.99% of 340,000 active;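 active = inhibition above the mean over all tested compounds plus 3 SD, cut at about 30% in these data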;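 note: inhibitors block probe labeling of enzyme so polarization drops; 0% = enzyme with DMSO and 100% = wells lacking PAFAH2 protein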
* hit, by the source's call; . = no result given. An excerpt; the hit share may differ from the screen's.

SMILES	LYPLA2 inh	ZTA DNA inh	LYPLA1 counter	PAFAH1B3 inh	PREPL inhibitor	pPAFAH FP inh	PAFAH1B2 inh	EBNA-1 inh	PAFAH2 FP inh
CC(CCC(=O)O)C1CC[C@H]2C3CCC4CC(=O)CCC4(C)[C@H]3CC(=O)C12C (some centres not stated)	-6	11	2	6	18	-8	-3	-11	6
Cc1cccc(C)c1OC1(c2ccccc2)OC(=O)c2ccccc21 (configuration not stated)	-2	1	-1	-1	-1	-3	4	-2	3
COc1ccc(Nc2nnc(Cc3ccc(Cl)cc3)c(=O)[nH]2)c(OC)c1	-2	28	-3	6	8	9	6	-10	4
Cc1ccc(C2=Nn3c(COc4ccc(Cl)cc4)nnc3SC2CC(=O)O)cc1 (configuration not stated)	-3	9	-8	10	-12	5	16	-7	-6
Cc1ccc(NC(=O)C2CCCN(C(=O)c3ccc(Cl)cc3)C2)cc1 (configuration not stated)	1	8	3	5	-32	6	6	0	6
CC(=O)c1c(C)nn(CCC(=O)O)c1C	7	-11	4	-5	4	4	2	-9	-4
Cc1ccc(OCC(=O)Nc2ccncc2)c(C)c1	-4	-5	1	10	-9	2	1	-5	1
CCOc1ccc(NC(=O)CSc2nnc(CCNC(=O)c3ccc(OC)cc3)n2C)cc1	8	-13	5	3	7	5	-2	5	6
CCOc1ccc(C(=O)COC(=O)C2CCN(c3ccc(C(F)(F)F)cn3)CC2)cc1	1	1	-3	-1	-10	5	4	-1	5
COc1ccc(NS(=O)(=O)CC23CCC(CC2=O)C3(C)C)cc1 (configuration not stated)	4	11	2	0	10	1	8	3	-1
Cc1ccc(NS(=O)(=O)c2cccs2)cc1S(=O)(=O)N1CCCCCC1	-1	11	-1	1	-2	4	7	4	8
CNC(=O)c1cc2c(=O)n3cccc(C)c3nc2n(C(C)C)c1=N	4	-4	1	7	28	0	4	-2	2
Cc1ccccc1N(CC(=O)NCCc1ccccc1)C(=O)CCC(=O)Nc1ccccn1	3	-6	-2	-6	5	10	3	0	-3
O/N=C/c1ccccc1OCc1ccccc1Cl	5	-12	-2	-8	-35	12	2	2	1
CCCCCC(=O)NC(=S)Nc1ccc(Cl)cn1	3	3	-4	0	2	4	-5	6	3
COC(=O)c1cc(-c2ccc(Cl)cc2Cl)n[nH]1	5	-2	-1	4	-25	6	3	5	-3
CC1(C)CC(NC(=O)c2ccccc2)CC(C)(C)N1	2	14	-2	7	-9	8	2	6	0
CCCOc1ccc(CC(CC(=O)O)(C(=O)O)C(=O)O)cc1	2	-11	-4	10	-5	2	5	-4	-8
COC(=O)C1(c2ccccc2)NC(c2cccs2)C2C(=O)N(C)C(=O)C21 (configuration not stated)	-1	2	-3	-1	1	5	2	-1	-3
O/N=C(\C[n+]1ccccc1)c1ccc(Br)cc1	4	2	10	-2	11	5	-1	3	-4
CC(=O)c1cccc(Nc2nc(-c3cccc([N+](=O)[O-])c3)cs2)c1	-10	-7	-8	-3	1	6	5	5	1
CC(NC(=O)CN1CCCC1)C12CC3CC(CC(C3)C1)C2 (configuration not stated)	3	-4	0	3	2	2	3	-1	8
COc1cc2c(cc1NC(=O)CCCN1C(=O)CCC1=O)oc1ccccc12	-2	5	1	9	19	10	-2	0	-26
O=C(NCc1cccs1)C1CCCN1C(=O)Nc1cccc(Cl)c1 (configuration not stated)	-1	4	-4	-1	2	4	0	6	0
N=C1SC(c2ccccc2)C(=O)N1c1ncc(Cc2ccccc2)s1 (configuration not stated)	-3	7	-4	3	19	39*	34*	7	28
NC(=NCc1ccco1)NC(=O)c1ccc(Cl)cc1	1	-1	-2	4	3	-10	3	-12	8
COc1cc(OC)cc(C(=O)NCC(=O)OCC(=O)c2cc(C)n(Cc3ccco3)c2C)c1	-5	-5	-4	4	-12	19	-1	1	-2
Cc1cccc(NC(=O)CCc2nnc3ccc(NCc4ccco4)nn23)n1	-6	4	-2	6	-3	11	5	-2	1
COc1ccc(NC(=O)c2cc(-c3ccccc3)nc3c2cnn3C(C)C)c(OC)c1	-2	-4	-4	2	5	3	0	.	0
CCOc1ccc(CCNC(=O)C2CC(=O)N(C3CCCC3)C2)cc1OCC (configuration not stated)	6	-5	3	8	15	3	4	8	6
Cn1c(N2CCN(S(=O)(=O)c3ccc(F)cc3)CC2)nc2ccccc21	1	21	3	1	-20	3	0	10	-1
Cc1nc(SCC(=O)Nc2cccc(Cl)c2)n[nH]1	11	2	4	-4	-5	2	5	-7	-6
CCc1cc(CNC(=O)C2CCC(=O)N(Cc3ccc(Cl)cc3)C2)on1 (configuration not stated)	3	3	-2	5	13	-2	4	-3	6
O=C(NN1C(=O)c2ccccc2NC1c1cccnc1)c1ccc([N+](=O)[O-])cc1 (configuration not stated)	5	6	1	4	7	-1	1	1	2
O=C(NN1CCOCC1)c1ccccc1Br	1	26	0	2	4	2	2	-2	4
CC(C)(C)c1ccc(S(=O)(=O)NCC2CCCO2)cc1 (configuration not stated)	-5	-5	-1	7	-9	8	-1	4	1
COc1ccccc1-c1nc2ccc(Cl)cc2c(=O)n1O	1	-5	7	0	-3	4	-4	-20	-1
CCn1nc(C(=O)Nc2ccc(S(=O)(=O)Nc3nccs3)cc2)c2ccccc2c1=O	7	-12	0	1	14	8	2	-2	-14
CCOC(=O)N1CCC(N(C(=O)Nc2ccccc2)C(C)CC)CC1 (configuration not stated)	0	-7	0	8	4	3	-1	3	1
Cc1cc(N2CCCc3ccccc32)n2ncnc2n1	-4	-14	-1	2	-3	0	0	-4	4
Cc1cccc(C)c1OCC(=O)OC/C(O)=C(\C#N)c1nc2ccccc2[nH]1	-4	17	-5	-6	10	14	-1	7	2
Cn1c(=O)[nH]c(=O)c2c1nc(N1CCCCCC1)n2CCN1CCCCCC1	-5	-2	-3	-3	24	-4	4	-26	3
O=c1ccc(Cl)cn1Cc1ccccc1F	-1	-8	-1	3	-4	1	1	8	7
CN1CCN(c2ccc(S(=O)(=O)N3CCOCC3)cc2NC(=O)CCc2ccccc2)CC1	6	1	3	5	20	2	-3	19	5
O=C(CCC(=O)N1CCN(c2ccccn2)CC1)Nc1nnc(C(F)(F)F)s1	3	18	-1	0	5	5	5	2	0

Among those listed so far, four contain fluorine.
SMILES	LYPLA2 inh	ZTA DNA inh	LYPLA1 counter	PAFAH1B3 inh	PREPL inhibitor	pPAFAH FP inh	PAFAH1B2 inh	EBNA-1 inh	PAFAH2 FP inh
CCOc1ccc(C(=O)COC(=O)C2CCN(c3ccc(C(F)(F)F)cn3)CC2)cc1	1	1	-3	-1	-10	5	4	-1	5
Cn1c(N2CCN(S(=O)(=O)c3ccc(F)cc3)CC2)nc2ccccc21	1	21	3	1	-20	3	0	10	-1
O=c1ccc(Cl)cn1Cc1ccccc1F	-1	-8	-1	3	-4	1	1	8	7
O=C(CCC(=O)N1CCN(c2ccccn2)CC1)Nc1nnc(C(F)(F)F)s1	3	18	-1	0	5	5	5	2	0

Additional results follow:
SMILES	LYPLA2 inh	ZTA DNA inh	LYPLA1 counter	PAFAH1B3 inh	PREPL inhibitor	pPAFAH FP inh	PAFAH1B2 inh	EBNA-1 inh	PAFAH2 FP inh
Cc1ccccc1C(=O)Nc1ccc(C(=O)N/N=C/c2ccc(O)cc2)cc1	0	7	-3	3	2	-2	5	-6	1
Cc1ccc(C(=O)NCC(=O)OCCOc2cccc(Cl)c2)cc1	-4	12	-1	2	-30	4	4	-1	-2
O=C(N/N=C/c1c(Cl)cccc1Cl)c1ccccc1F	-4	-8	-3	-7	-1	-4	0	3	4
Cc1ccccc1-n1nnnc1SCC(=O)NC1CC1	.	.	.	4	6	4	4	.	5
Oc1ccc(NCc2ccccc2OCc2ccccc2F)cc1	19	-8	-2	11	30	31*	4	2	4
O=C(CSc1nccc(=O)[nH]1)Nc1cccc(S(=O)(=O)N2CCOCC2)c1	0	-8	-1	8	-11	30*	2	1	2
COc1ccccc1C(=O)Nc1nnc(-c2ccco2)s1	-2	2	-2	6	10	-2	5	-6	3
Cc1ccc(S(=O)(=O)NCC(=O)OC(C)C(=O)NC(=O)NC2CCCCC2)cc1C (configuration not stated)	0	-12	0	6	13	2	0	.	3
C/C(=N\Nc1ccc(Cl)c(C(=O)O)c1)c1cc2ccccc2o1	2	-21	-1	6	9	6	2	-1	8
Cc1ccc(C2(O)C(=O)c3ccccc3C2=O)c(O)c1C	-3	5	1	0	-11	-2	2	-13	10
COc1cc(/C=N/n2c(COc3ccccc3)n[nH]c2=S)cc(Br)c1O	-2	-1	2	7	-2	4	10	-5	52*
Cc1ccc(-n2nc3ccc(N)cc3n2)cc1	6	9	5	8	11	13	7	0	9
Cc1cc(C)nc(-n2nc(C)cc2NC(=O)CNC(C)c2ccccc2)n1 (configuration not stated)	9	-13	1	1	5	4	4	-2	4
CC(=O)c1ccc(OCC(=O)N(C2CCCCC2)C2CCS(=O)(=O)C2)cc1 (configuration not stated)	-5	13	-1	2	0	3	3	5	-1
CCCCn1c(N)c(N(CC)C(=O)c2ccccc2C(F)(F)F)c(=O)[nH]c1=O	5	-1	3	2	0	-1	1	0	-6

In a second layout: results already given.
Molecule,LYPLA2 inh,ZTA DNA inh,LYPLA1 counter,PAFAH1B3 inh,PREPL inhibitor,pPAFAH FP inh,PAFAH1B2 inh,EBNA-1 inh,PAFAH2 FP inh
COc1ccc(NC(=O)c2cc(-c3ccccc3)nc3c2cnn3C(C)C)c(OC)c1,-2,-4,-4,2,5,3,0,.,0
CCOc1ccc(CCNC(=O)C2CC(=O)N(C3CCCC3)C2)cc1OCC (configuration not stated),6,-5,3,8,15,3,4,8,6
Cn1c(N2CCN(S(=O)(=O)c3ccc(F)cc3)CC2)nc2ccccc21,1,21,3,1,-20,3,0,10,-1
Cc1nc(SCC(=O)Nc2cccc(Cl)c2)n[nH]1,11,2,4,-4,-5,2,5,-7,-6
CCc1cc(CNC(=O)C2CCC(=O)N(Cc3ccc(Cl)cc3)C2)on1 (configuration not stated),3,3,-2,5,13,-2,4,-3,6
O=C(NN1C(=O)c2ccccc2NC1c1cccnc1)c1ccc([N+](=O)[O-])cc1 (configuration not stated),5,6,1,4,7,-1,1,1,2
